PGE2 EP2 inh – blocks the human prostaglandin E2 receptor EP2. hit rate 0.52% among 260,000. C6 glioma cells expressing human EP2, cAMP TR-FRET; cells stimulated with saturating PGE2. AID 1422. inhibition, % at 25 µM. P43116;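 active = percent inhibition above 40 after rounding to a whole number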;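 also: rat C6 glioma host cells with rolipram phosphodiesterase inhibitor present; the protocol text gives 20 µM as final concentration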
Target sequence (P43116 whole entry, looked up): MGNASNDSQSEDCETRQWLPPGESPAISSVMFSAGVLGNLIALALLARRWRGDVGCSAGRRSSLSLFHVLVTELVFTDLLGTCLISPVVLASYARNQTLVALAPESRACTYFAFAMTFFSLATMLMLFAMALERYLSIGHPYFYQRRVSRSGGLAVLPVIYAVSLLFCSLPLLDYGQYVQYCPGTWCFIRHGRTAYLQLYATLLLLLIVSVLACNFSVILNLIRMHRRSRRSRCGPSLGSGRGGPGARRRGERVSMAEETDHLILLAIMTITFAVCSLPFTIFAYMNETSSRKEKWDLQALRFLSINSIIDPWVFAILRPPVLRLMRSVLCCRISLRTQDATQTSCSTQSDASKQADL
TNF death inh – inhibitors of TNF-alpha induced necroptosis in Jurkat FADD-/- cells; Jurkat FADD-/- TNF necroptosis rescue, ATP luminescence, 24 h; 0 = TNF only, 100 = no-TNF cells; activation (protection from cell death), % at 10 µM; hit rate 0.068% among 220,000; AID 463075;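 active = activation, meaning protection from cell death, of at least 50% relative to plate controls; inactive = activation below 50%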;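 also: necroptosis triggered by 40 ng/mL TNF-alpha added together with compound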
Wee1 stabilizer – human Wee1 degradation inhibition, primary screen | P30291 | reporter increase, % at 5 µM | AID 1321 | hit rate 1.2% among 220,000 | HeLa Luc-Wee1K328M stability, luciferase luminescence; 100% = proteasome inhibitor MG132 effect;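 active = activation above the mean of all tested compounds plus 3 SD, set per screening run, cut at about 8.8% in these data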;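 also: cells exposed to compound for 20 h before luminescence read; 0% = DMSO alone and 100% = MG132 at 30 µM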
FXIa inh – blocks human coagulation factor XIa protease activity. AID 798. P03951. inhibition, % at 5 µM. hit rate 0.14% among 220,000. purified FXIa, Boc-Glu-Ala-Arg-AMC fluorogenic substrate;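 active = inhibition of at least 40%; inactive = inhibition below 40%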;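 also: fluorescence of freed AMC excited at 355 nm; 0% = enzyme without compound and 100% = no enzyme blank; many of its hits are not listed in these tables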
Target sequence (P03951 19-387 limits assumed): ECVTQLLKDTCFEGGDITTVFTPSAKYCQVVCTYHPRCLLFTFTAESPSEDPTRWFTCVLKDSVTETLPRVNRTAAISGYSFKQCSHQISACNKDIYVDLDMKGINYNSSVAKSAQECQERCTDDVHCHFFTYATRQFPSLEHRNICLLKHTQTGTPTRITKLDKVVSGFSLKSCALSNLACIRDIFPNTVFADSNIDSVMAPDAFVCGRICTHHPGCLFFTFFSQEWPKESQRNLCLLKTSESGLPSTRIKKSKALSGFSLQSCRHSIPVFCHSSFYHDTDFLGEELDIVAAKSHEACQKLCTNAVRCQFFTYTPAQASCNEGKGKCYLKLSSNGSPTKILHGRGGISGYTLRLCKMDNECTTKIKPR
Target sequence (P03951 388-625 limits assumed): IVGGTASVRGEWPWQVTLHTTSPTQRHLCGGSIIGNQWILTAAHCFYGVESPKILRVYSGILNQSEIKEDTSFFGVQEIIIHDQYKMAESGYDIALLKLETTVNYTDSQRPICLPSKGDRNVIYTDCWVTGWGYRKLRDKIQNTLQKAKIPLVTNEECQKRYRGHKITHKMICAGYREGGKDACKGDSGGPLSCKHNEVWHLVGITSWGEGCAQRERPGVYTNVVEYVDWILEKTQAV
PPC-1+TRAIL kill – PPC-1 cancer cell killing with TRAIL present | PPC-1 cells + TRAIL, ATPLite viability luminescence | cell killing (% activity), % at 4 µM | hit rate 0.41% among 220,000 | AID 1443;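 active = cell killing above 50% in the first pass at 4 µM, then a duplicate retest at 5 µM averaging 50% or more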;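 also: plate controls were cells with TRAIL plus DMSO for no effect and medium-only wells lacking cells for full effect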
L929 necroptosis – blocks zVAD induced death of L929 cells | L929 zVAD necroptosis rescue, ATP luminescence, 24 h; with zVAD 60 µM | viability rescue, % at 10 µM | hit rate 0.38% among 220,000 | AID 1377;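 active = activation, scaled between plate controls, above about 75%, limit read from the data; inactive = activation under that limit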;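 also: 0% = zVAD with DMSO and 100% = DMSO alone without zVAD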
Tb hexokinase – T. brucei hexokinase 1 inhibition; recombinant TbHK1, G6PDH-coupled NADH A340; inhibition, % at 10 µM; hit rate 0.11% among 220,000;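 active = inhibition of 50% or more in the single-dose primary screen; inactive = inhibition below 50%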
CHOP inhibitor – CHOP inhibition in unfolded protein response | CHO-K1 CHOP-promoter luciferase, tunicamycin-induced, 15-18 h | inhibition, % at 10 µM | hit rate 3.8% among 220,000 | AID 2732;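 active = compounds that reduced the stress-induced luciferase reporter signal by more than about 70% of percent inhibition, limit read from the data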;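 also: 0% = tunicamycin plus vehicle and 100% = wells without tunicamycin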
FXIIa inh – blocks human coagulation factor XIIa protease activity. inhibition, % at 5 µM. P00748. AID 800. purified FXIIa, Boc-QGR-AMC fluorogenic substrate, 2 h. hit rate 0.3% among 220,000; in the data active = inhibition above about 40%;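 also: 0% = enzyme with no compound and 100% = blank without enzyme; many of its hits are not listed in these tables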
Active calls of the source: *; & = joins results of further samples. Some of the compounds tested; the hit share may differ from the screen's.

Cc1oc(-c2cccs2)[n+]([O-])c1C was read as PGE2 EP2 inh 17, TNF death inh -3.0, Wee1 stabilizer 0, FXIa inh -6, PPC-1+TRAIL kill 1, L929 necroptosis -0.3, Tb hexokinase -1 and FXIIa inh -8.
`COC(=O)c1cc2occc2n1CC(=O)Nc1ccc(OC)c(OC)c1OC` gave TNF death inh 0.4, Wee1 stabilizer -2, FXIa inh -8, PPC-1+TRAIL kill 5, L929 necroptosis -0.2, Tb hexokinase -1, CHOP inhibitor 17 and FXIIa inh -5.
Screening CCOC(=O)c1[nH]c(C)c(CCC(=O)OC)c1C returned PGE2 EP2 inh 7, TNF death inh -1.5, Wee1 stabilizer 2, FXIa inh -20, PPC-1+TRAIL kill 10, L929 necroptosis -0.2, Tb hexokinase 6, CHOP inhibitor -8 and FXIIa inh -20.
`COc1cc(CCC(=O)OCC(=O)NC(=O)c2ccc(Cl)cc2)cc(OC)c1OC` gave PGE2 EP2 inh 0, TNF death inh -0.4, Wee1 stabilizer 2, FXIa inh 20, PPC-1+TRAIL kill 14, L929 necroptosis -0.3, Tb hexokinase -1, CHOP inhibitor 15 and FXIIa inh 5.
For Nc1nc(Nc2cccc(F)c2)nc(N2CCOCC2)c1[N+](=O)[O-] the results were PGE2 EP2 inh 8, TNF death inh 3.2, Wee1 stabilizer -1, FXIa inh 1, PPC-1+TRAIL kill -11, L929 necroptosis 1.6, Tb hexokinase -22, CHOP inhibitor 21 and FXIIa inh 9.
`Cc1ccc(S(=O)(=O)C(F)(F)F)cc1NC(=O)c1cccnc1` gave PGE2 EP2 inh 6, TNF death inh 1.0, Wee1 stabilizer -1, FXIa inh -6, PPC-1+TRAIL kill 21, L929 necroptosis -0.2, Tb hexokinase -4, CHOP inhibitor 26 and FXIIa inh 2.
For COc1ccc(OC(=O)c2cccc(S(=O)(=O)N3CCCC3)c2)cc1 the results were PGE2 EP2 inh 8, TNF death inh -1.8, Wee1 stabilizer -1, FXIa inh 16, PPC-1+TRAIL kill 12, L929 necroptosis -0.1, Tb hexokinase 0, CHOP inhibitor -10 and FXIIa inh 15.
`CCOc1ccc(OCCN(C)Cc2ccccc2)cc1` gave PGE2 EP2 inh 17, TNF death inh -0.2, Wee1 stabilizer 1, FXIa inh -3, PPC-1+TRAIL kill 1, L929 necroptosis -0.3, Tb hexokinase 0, CHOP inhibitor 61 and FXIIa inh -4.
For COCCn1c(C)cc(C(=O)CSc2nc3ccccc3o2)c1C the results were PGE2 EP2 inh 17, TNF death inh -4.3, Wee1 stabilizer 5, FXIa inh 3, PPC-1+TRAIL kill 10, L929 necroptosis 0.9, Tb hexokinase 5, CHOP inhibitor 52 and FXIIa inh -7.
For CC(=O)OC(C)C[N+](C)(C)C (stereo not given) the results were PGE2 EP2 inh 14&11&8, TNF death inh -0.1, Wee1 stabilizer 1, FXIa inh 20, PPC-1+TRAIL kill 33, L929 necroptosis 2.7, Tb hexokinase -8, CHOP inhibitor 3&-16 and FXIIa inh 8.
`O=C(CO/N=C/c1c(Cl)cccc1Cl)NNC(=O)c1cccc(Cl)c1` gave PGE2 EP2 inh 3, TNF death inh 3.2, Wee1 stabilizer -1, FXIa inh 1, PPC-1+TRAIL kill 13, L929 necroptosis -0.4, Tb hexokinase 6, CHOP inhibitor 16 and FXIIa inh 8.
For O=C(CSc1nnnn1C1CCCCC1)N1CCc2ccccc21 the results were PGE2 EP2 inh 7, TNF death inh -0.6, Wee1 stabilizer -3, FXIa inh 4, PPC-1+TRAIL kill 49, L929 necroptosis -0.1, Tb hexokinase 2, CHOP inhibitor 67 and FXIIa inh -7.
`CN(C)c1ccc(/C=N/N2CCN(c3ccccn3)CC2)cc1` gave PGE2 EP2 inh 10, TNF death inh 1.4, Wee1 stabilizer 3, FXIa inh -3, PPC-1+TRAIL kill -4, L929 necroptosis 0.3, Tb hexokinase -46, CHOP inhibitor -16 and FXIIa inh 6.
`NC(=O)c1c(NC(=O)CSc2nnc(-c3ccccc3)n2CC2CCCO2)sc2c1CCC2` (stereo not given) gave PGE2 EP2 inh 7, TNF death inh 0.2, Wee1 stabilizer 0, FXIa inh 6, PPC-1+TRAIL kill 1, L929 necroptosis 0.1, Tb hexokinase -12, CHOP inhibitor -1 and FXIIa inh 7.
`CCOC(=O)C(C(C)=O)C(c1ccc(OCCC(C)C)cc1)C(C(C)=O)C(=O)OCC` (stereo not given) gave PGE2 EP2 inh 7, TNF death inh -2.1, Wee1 stabilizer 0, FXIa inh 0, PPC-1+TRAIL kill 11, L929 necroptosis -0.3, Tb hexokinase -5, CHOP inhibitor -11 and FXIIa inh 11.
For COc1ccccc1NC(=O)CC1SC(=N)N(c2ccccc2)C1=O (stereo not given) the results were PGE2 EP2 inh 11&1, TNF death inh 1.9, Wee1 stabilizer -2, FXIa inh -6, PPC-1+TRAIL kill 8, L929 necroptosis 1.9, Tb hexokinase -1, CHOP inhibitor -9 and FXIIa inh 3.
Screening Cc1cc(NC(=O)CSc2nc3cc4c(cc3c(=O)n2CCc2ccccc2)OCO4)no1 returned PGE2 EP2 inh 9, TNF death inh 1.1, Wee1 stabilizer 3, FXIa inh 3, PPC-1+TRAIL kill 16, L929 necroptosis 2.4, Tb hexokinase 4, CHOP inhibitor 99* and FXIIa inh 0.
CC1=Nc2ccc(Br)cc2C(c2ccccc2)N1CC(=O)O (stereo not given) was read as PGE2 EP2 inh 6, TNF death inh -1.0, Wee1 stabilizer 1, FXIa inh -1, PPC-1+TRAIL kill 0, L929 necroptosis 31, Tb hexokinase 2, CHOP inhibitor -12 and FXIIa inh 11.
Screening Cc1cccc(NC(=O)N(Cc2nc3ccccc3c(=O)[nH]2)C2CCCC2)c1 returned PGE2 EP2 inh 9, TNF death inh -0.1, Wee1 stabilizer 2, FXIa inh 3, PPC-1+TRAIL kill 18, L929 necroptosis 0.3, Tb hexokinase 3, CHOP inhibitor 15 and FXIIa inh 21.
COC(=O)c1ccccc1NC(=O)CN1C(=O)CSC1=O was read as PGE2 EP2 inh -2&4, TNF death inh 0.9, Wee1 stabilizer 2, FXIa inh -11, PPC-1+TRAIL kill 22, L929 necroptosis -1.9, Tb hexokinase 8, CHOP inhibitor 24 and FXIIa inh 7.
CC(C)C(=O)N(c1ccc2oc(=O)sc2c1)S(=O)(=O)c1ccccc1 was read as PGE2 EP2 inh 5, TNF death inh -1.5, Wee1 stabilizer 3, FXIa inh 6, PPC-1+TRAIL kill 5, L929 necroptosis -0.2, Tb hexokinase -2, CHOP inhibitor 33 and FXIIa inh 32.
For CCCC1C(C#N)=C(N)Oc2cc(C)n(C)c(=O)c21 (stereo not given) the results were PGE2 EP2 inh 6, TNF death inh -1.3, Wee1 stabilizer -1, FXIa inh -6, PPC-1+TRAIL kill 28, L929 necroptosis 1.0, Tb hexokinase 4, CHOP inhibitor -24 and FXIIa inh -1.
`COc1cc(/C=N/NC(=O)c2cccnc2)ccc1OC(=O)c1ccc2c(c1)OCO2` gave PGE2 EP2 inh 5, TNF death inh -2.1, Wee1 stabilizer -3, FXIa inh 2, PPC-1+TRAIL kill 18, L929 necroptosis 0.1, Tb hexokinase 0, CHOP inhibitor 3 and FXIIa inh -3.
Screening COc1ccc2c(CC(=O)Nc3ncc(C)s3)coc2c1 returned PGE2 EP2 inh 5, TNF death inh 27, Wee1 stabilizer 4, FXIa inh 0, PPC-1+TRAIL kill 14, L929 necroptosis 35, Tb hexokinase 5, CHOP inhibitor 36 and FXIIa inh 8.
For C/C(N)=C(/C#N)C(=O)COC(=O)c1ccc(C)c(S(=O)(=O)N2CCCCC2)c1 the results were PGE2 EP2 inh 7, TNF death inh -1.6, Wee1 stabilizer 2, FXIa inh 0, PPC-1+TRAIL kill -28, L929 necroptosis 0.0, Tb hexokinase 1, CHOP inhibitor 8 and FXIIa inh 5.
`O=C(CCC(=O)c1cccs1)Nc1nnc(C2CC2)s1` gave PGE2 EP2 inh 2, TNF death inh 0.1, Wee1 stabilizer -3, FXIa inh -2, PPC-1+TRAIL kill 19, L929 necroptosis 3.4, Tb hexokinase 2, CHOP inhibitor 20 and FXIIa inh 8.
COc1ccccc1Nc1nc(-c2cccc([N+](=O)[O-])c2)cs1 was read as PGE2 EP2 inh 4, TNF death inh 1.0, Wee1 stabilizer -4, FXIa inh 4, PPC-1+TRAIL kill 19, L929 necroptosis 4.7, Tb hexokinase -19, CHOP inhibitor 39 and FXIIa inh 4.
COCCCNC(=O)CCn1c(=O)c2ccccc2n(CC(=O)Nc2ccccc2C)c1=O was read as PGE2 EP2 inh 3, TNF death inh 0.0, Wee1 stabilizer -2, FXIa inh -2, PPC-1+TRAIL kill 0, L929 necroptosis -0.1, Tb hexokinase -6, CHOP inhibitor -1 and FXIIa inh 15.
`O=c1[nH]c(C(F)(F)F)nc2ccccc12` gave PGE2 EP2 inh 13, TNF death inh -2.3, Wee1 stabilizer 1, FXIa inh 6, PPC-1+TRAIL kill 2, L929 necroptosis 0.0, Tb hexokinase 6, CHOP inhibitor 25 and FXIIa inh 17.
CC(C)CCOP(=O)(c1ccc(N(C)C)cc1)C(O)c1ccccn1 (stereo not given) was read as PGE2 EP2 inh 5, TNF death inh 1.2, Wee1 stabilizer -4, FXIa inh 6, PPC-1+TRAIL kill 1, L929 necroptosis 1.1, Tb hexokinase 2, CHOP inhibitor -9 and FXIIa inh 5.
For C/C(=N\N1CCN(c2ccc(Cl)cc2)CC1)c1cccc([N+](=O)[O-])c1 the results were PGE2 EP2 inh 3, TNF death inh 1.0, Wee1 stabilizer -1, FXIa inh 3, PPC-1+TRAIL kill 3, L929 necroptosis -0.2, Tb hexokinase -10, CHOP inhibitor 12 and FXIIa inh 15.
Screening CN=C(Nc1cc(C)nn1CCC#N)c1ccccc1 returned PGE2 EP2 inh 7, TNF death inh -2.2, Wee1 stabilizer -3, FXIa inh 10, PPC-1+TRAIL kill 6, L929 necroptosis -0.2, Tb hexokinase -3, CHOP inhibitor 6 and FXIIa inh 16.
Screening Cc1nc(N2CCN(C)CC2)c2cc(-c3ccccc3)sc2n1 returned PGE2 EP2 inh 7, TNF death inh -0.8, Wee1 stabilizer -1, FXIa inh -1, PPC-1+TRAIL kill 18, L929 necroptosis 0.9, Tb hexokinase -13, CHOP inhibitor -7 and FXIIa inh 6.
COc1ccc(CNC(=O)c2cc(-n3cnnc3)ccc2Cl)cc1 was read as PGE2 EP2 inh 11, TNF death inh -1.8, Wee1 stabilizer 1, FXIa inh 3, PPC-1+TRAIL kill 9, L929 necroptosis -0.5, Tb hexokinase 0, CHOP inhibitor 7 and FXIIa inh 17.
`CCCCc1nc2ccccc2c(=O)n1NC(=O)c1c(O)c2c(n(CC(C)C)c1=O)CCCC2` gave PGE2 EP2 inh 0, TNF death inh -1.6, Wee1 stabilizer 4, FXIa inh 4, PPC-1+TRAIL kill -22, L929 necroptosis 0.3, Tb hexokinase 1, CHOP inhibitor 27 and FXIIa inh 13.
COC(=O)c1cc(=O)n(Cc2cccs2)c(=Nc2ccc(F)cc2)s1 was read as PGE2 EP2 inh 5, TNF death inh -5.9, Wee1 stabilizer -1, FXIa inh 2, PPC-1+TRAIL kill 22, L929 necroptosis -0.6, Tb hexokinase -6, CHOP inhibitor -20 and FXIIa inh 6.
For CCN(CC)C(=O)CC(c1cc(OC)c(OC)c(OC)c1)c1c(OC)cc(OC)c2ccc(=O)oc12 (stereo not given) the results were PGE2 EP2 inh 5, TNF death inh 0.1, FXIa inh 1, PPC-1+TRAIL kill -1, L929 necroptosis -0.3, Tb hexokinase -34, CHOP inhibitor 6 and FXIIa inh 6.
